Source: PubChem
mouse EphA4 binding: inhibitors of EphA4 binding to KYL peptide, primary screen, biochemical, colorimetric, mouse EphA4 (AID 689). Ephrin type-A receptor 4 (Mus musculus). one-dose inhibition, % at 10 µM; IC50 in µM for titrated hits. hit rate 0.1% among 62,000. EphA4-AP binding to KYL peptide, pNPP A405; higher % means a stronger effect; in the data active = a potency from the dose series; inactive = the rest, 99 in 100 with inhibition below about 22%
Starred values were filed as active, the others as inactive; & = joins results of further samples. This is a subset (hit frequency here may not be typical).

canonical_smiles | mouse EphA4 binding
CC(=O)c1ccc(Oc2ccc(C(C)=O)cc2)cc1 | -12%
Cc1oc(-c2cccs2)nc1CS(=O)CC(=O)NCCc1ccccc1 (stereo unspecified) | -1%
CCCCN(C)CCNC(=O)c1c[nH]c2ccc(S(=O)(=O)N(CC)CC)cc2c1=O | 5%
Cc1cccc(-c2nnc3sc(-c4ccccc4)nn23)c1 | -6%
CCOCCCNC(=O)CCNC(=O)c1cc(OC)c(OC)c(OC)c1 | 0%
COc1ccc(C(=O)CC(=O)O)c2c1C=CC(C)(C)O2 | 1%
COc1ccc(C/C(N)=N/OC(=O)Cc2ccccc2)cc1OC | 3%
COc1ccccc1C1=NOC(COC(=O)c2ccc3ccccc3n2)C1 (stereo unspecified) | -19%
c1ccc2sc(-c3ccc4c(c3)OCO4)nc2c1 | 2%
O=[N+]([O-])c1cccc(S(=O)(=O)N2CCOCC2)c1 | 3%
CCC(C)NC(=O)c1cc2cc3ccc(OC)cc3nc2s1 (stereo unspecified) | 9%
O=C(Nc1ccc2c(c1)C(=O)OC2)NC1CCCCC1 | -16%
CCN(CC)S(=O)(=O)c1cccc(S(=O)(=O)c2cccc(S(=O)(=O)N(CC)CC)c2)c1 | -3%
CC1CCN(S(=O)(=O)c2ccc3c(c2)CCN3C(=O)CCC(=O)O)CC1 | -13%
C=CCn1c(SCCOc2ccccc2)nnc1C(C)NC(=O)c1ccccc1 (stereo unspecified) | 1%

The list goes on:
canonical_smiles | mouse EphA4 binding
O=C(NC(=S)NC1CCSC1=O)c1ccccc1Cl (stereo unspecified) | -1%
CCN(CC)C(=O)CSc1nnc(-c2ccccc2)n1-c1ccccc1 | -19%
CNC(=O)c1c(C)nc(SCC(=O)NCc2ccc(OC)cc2)c(C#N)c1-c1ccco1 | 2%
O=S(=O)(c1ccc2c(c1)C(=NO)c1cc(S(=O)(=O)N3CCCCC3)ccc1-2)N1CCCCC1 | 8%
COCCNCC(=O)NCC12CC3CC(CC(C3)C1)C2 | -5%
FCCCOc1ccc(/C=N/OCc2ccc(Cl)cc2)cc1 | -7%
Cc1ccc(C(=O)CC2(O)C(=O)N(C)c3ccccc32)cc1 (stereo unspecified) | 10%
CCOc1ccc(-n2c(-c3ccco3)n[nH]c2=S)cc1 | 3%
O=C(NC1=NCCS1)c1cccc(S(=O)(=O)N2CCCCC2)c1 | -13%
Cc1nn(C)c(C)c1S(=O)(=O)N(CC(=O)N1CCc2ccccc2C1)c1ccc(C(C)C)cc1 | -6%
CCN(CC)c1ccc(/C=C2\C(=O)NC(=O)N(c3ccc(OC)cc3)C2=O)c(OC)c1 | -17%
O=C(N/N=C/c1ccc(F)cc1)c1ccc(Br)cc1 | -5%
OC(COc1ccc(OCC(O)CN2CCCCCC2)cc1)CN1CCCCCC1 (stereo unspecified) | -5%
COCCCNC(=O)CCc1ccc(S(=O)(=O)Nc2ccc(C)cc2)cc1 | -15%
COc1ccc(CC(C)CC(=O)NCCc2ccc(OC)c(OC)c2)cc1 (stereo unspecified) | -16%

Next part
canonical_smiles | mouse EphA4 binding
CN1C(=O)/C(=C/c2ccccc2OCc2ccccc2F)NC1=S | -13%
COC(=O)c1ccccc1OCC(=O)N1CCN(c2ccc(OC)cc2)CC1 | -4%
C(=N\N1CCN(C2c3ccccc3-c3ccccc32)CC1)/c1cccnc1 | 3%
C=CCn1nnnc1SCC(=O)Nc1cccc(OC)c1 | -7%
O=S(=O)(c1cnc[nH]1)N1CCN(c2ccc(Cl)cc2)CC1 | 1%
Cc1sc2ncnc(SCC(=O)c3ccc(Cl)s3)c2c1C | 1%
CCCCCCC(=O)Nc1c(O)c2ccccc2[nH]c1=O | 1%
O=C(C1CC1)N1CCN(c2nc3ccccc3s2)CC1 | -14%
Cc1onc(-c2ccccc2Cl)c1C(=O)N1CCN(Cc2ccccc2)CC1 | -1%
Cc1c(C(=O)O)cccc1-n1c(=O)c2cc3c(=O)n(-c4cccc(C(=O)O)c4C)c(=O)c3cc2c1=O | 15%
COC(=O)C1CC(=O)N(c2ccc(O)cc2)C1 (stereo unspecified) | -4%
Cc1ccc(-c2nnc(N(C)C(=O)c3cccnc3)s2)cn1 | -18%
COC(=O)c1cc2occc2n1CC(=O)Nc1ccc(OC)c(OC)c1 | -12%
COc1ccccc1C1CC(c2c(-c3ccccc3)c3cc(Cl)ccc3[nH]c2=O)=NN1S(C)(=O)=O (stereo unspecified) | -1%
O=C(OCCCCN1C(=O)c2ccccc2C1=O)c1ccc(Br)o1 | -1%

The list continues.
canonical_smiles | mouse EphA4 binding
COC(=O)c1ccc(C(=O)OC)c(NS(=O)(=O)c2ccc(NC(C)=O)cc2)c1 | -6%&-4%
CS(=O)(=O)c1nc2ccccc2n1Cc1ccccc1 | -6%
O=C(NC(=S)Nc1cc(Cl)c(Cl)cc1Cl)c1ccco1 | -4%
COc1ccc2sc3ccccc3c(=O)c2c1 | 24%
O=C(CNC(=O)c1cccs1)OCC(=O)c1ccc2ccccc2c1 | -20%
CCCS(=O)(=O)N1CCC(C(=O)N2CCc3ccccc3C2)CC1 | -2%
COc1ccc(/C=C2/SC(=S)N(CCC(=O)O)C2=O)cc1 | -11%
COC(=O)CSc1nc(C)cc(Oc2ccccc2)n1 | -14%
CCN(CC)S(=O)(=O)c1ccc(C(=O)OC2CCCCC2CN(C)C)cc1 (stereo unspecified) | -6%
COC(=O)CC1Nc2ccccc2SC1=O (stereo unspecified) | -5%
CCCCCC(=O)N/N=C(\C)c1ccc(Cl)cc1 | 2%
CCOC(=O)c1ccc2[nH]c3c(c2c1)CCCC3C(=O)OCC (stereo unspecified) | -13%
CC(C)(C)c1nn(-c2ccccc2)c2[nH]c(=O)c(CNCc3ccc4c(c3)OCO4)cc12 | -15%
CCOC(=O)N1CCN(C(=O)C2CCCN(Cc3nc(-c4ccc(Cl)cc4)oc3C)C2)CC1 (stereo unspecified) | -16%
CC(=O)Nc1ccc(C(=O)CSc2ncn(-c3ccccc3)n2)cc1 | -11%

16 successive records already listed:
canonical_smiles | mouse EphA4 binding
O=C(OCCCCN1C(=O)c2ccccc2C1=O)c1ccc(Br)o1 | -1%
COC(=O)c1ccc(C(=O)OC)c(NS(=O)(=O)c2ccc(NC(C)=O)cc2)c1 | -6%&-4%
CS(=O)(=O)c1nc2ccccc2n1Cc1ccccc1 | -6%
O=C(NC(=S)Nc1cc(Cl)c(Cl)cc1Cl)c1ccco1 | -4%
COc1ccc2sc3ccccc3c(=O)c2c1 | 24%
O=C(CNC(=O)c1cccs1)OCC(=O)c1ccc2ccccc2c1 | -20%
CCCS(=O)(=O)N1CCC(C(=O)N2CCc3ccccc3C2)CC1 | -2%
COc1ccc(/C=C2/SC(=S)N(CCC(=O)O)C2=O)cc1 | -11%
COC(=O)CSc1nc(C)cc(Oc2ccccc2)n1 | -14%
CCN(CC)S(=O)(=O)c1ccc(C(=O)OC2CCCCC2CN(C)C)cc1 (stereo unspecified) | -6%
COC(=O)CC1Nc2ccccc2SC1=O (stereo unspecified) | -5%
CCCCCC(=O)N/N=C(\C)c1ccc(Cl)cc1 | 2%
CCOC(=O)c1ccc2[nH]c3c(c2c1)CCCC3C(=O)OCC (stereo unspecified) | -13%
CC(C)(C)c1nn(-c2ccccc2)c2[nH]c(=O)c(CNCc3ccc4c(c3)OCO4)cc12 | -15%
CCOC(=O)N1CCN(C(=O)C2CCCN(Cc3nc(-c4ccc(Cl)cc4)oc3C)C2)CC1 (stereo unspecified) | -16%
CC(=O)Nc1ccc(C(=O)CSc2ncn(-c3ccccc3)n2)cc1 | -11%

The listing continues.
canonical_smiles | mouse EphA4 binding
COc1ccccc1N1CCN(/N=C/c2cc([N+](=O)[O-])ccc2Cl)CC1 | 8%
Cc1nc2nc(C)c(CCC(=O)NCCCN3CCN(c4cccc(Cl)c4)CC3)c(C)n2n1 | -18%
O=C(Nc1ccccc1C(=O)OCc1nnc(-c2ccccc2)o1)c1ccco1 | 10%
CCc1nnc(NS(=O)(=O)c2ccc(N=Cc3c(C)[nH]n(-c4ccc(C)cc4)c3=O)cc2)s1 | -4%
COc1ccccc1NC(=O)COc1ccc(C(=O)OCC(=O)N2CCCC2=O)cc1OC | 2%
c1c2c(cc3sc(N4CCCCC4)nc13)OCO2 | -8%
Cc1cc(Cl)ccc1OCCCC(=O)NC1CCN(C)CC1 | -9%
CCC(CC)NC(=O)c1n[nH]c(=O)c2ccccc12 | 4%
O=C(CN1CCN(Cc2ccccc2)CC1)c1c[nH]c2ccccc12 | -6%
CCN1C(=O)/C(=C2/Sc3ccccc3N2CCCS(=O)(=O)O)SC1=S | 11%
CCOC(=O)c1ccccc1NC(=O)CSc1cccc[n+]1[O-] | -5%
CCOC(=O)c1c(C)[nH]c(C(=O)COC(=O)c2ccncc2)c1C | -4%
CC1CCN(C(=O)C2CCC(CNS(=O)(=O)c3cccc4cccnc34)CC2)CC1 (stereo unspecified) | 4%
CCSc1nc2ccccc2n1CCC(=O)O | -6%
CCOC(=O)N1CCN(C(=O)C(C)(C)Oc2ccc(Cl)cc2)CC1 | 1%

Following part.
canonical_smiles | mouse EphA4 binding
O=C(NCc1ccncc1)C12CC3CC(CC(C3)C1)C2 | -1%
O=C(Nc1ccccc1)N1CCCN(Cc2ccccc2F)C1 | -13%
Cc1ccc(CNC(=O)CN(Cc2ccccc2)S(=O)(=O)c2ccc(C)cc2)cc1 | -2%
Cc1ccc(C)c(S(=O)(=O)NC(CC(C)C)C(=O)O)c1 (stereo unspecified) | 3%
CC(=O)CC1(O)C(=O)Nc2ccc(Br)cc21 (stereo unspecified) | -5%
O=C(Nc1c(Cl)cc(Cl)cc1C(=O)NCc1cccnc1)c1ccc(Cl)cc1Cl | 5%
O=C(O)C1CCN(S(=O)(=O)c2cccnc2)CC1 | -9%
O=[N+]([O-])c1ccccc1-c1nc(-c2ccco2)c(-c2ccco2)[nH]1 | 7%
O=C(O)c1cc2ccc3ccccc3c2[nH]1 | 10%
Nc1c(NCCC2=CCCCC2)c(=O)[nH]c(=O)n1Cc1ccccc1 | 7%
COc1cc(/C=N/N2C(=O)c3ccccc3NC2(C)c2cccc([N+](=O)[O-])c2)cc(Br)c1O (stereo unspecified) | -4%
CSc1ccc(S(=O)(=O)NCCSC(C)(C)C)cc1 | -4%
CCC(C)(C)NC(=O)CC(c1ccc(OC)cc1)n1cccc1 (stereo unspecified) | -7%
CCN(CC)S(=O)(=O)c1ccc(Cl)c(C(=O)NC)c1 | 1%
CC12c3ccccc3C(C)(c3ccccc31)C1C(=O)NC(=O)C12 (stereo unspecified) | -9%

Other entries
canonical_smiles | mouse EphA4 binding
O=C(Nc1ccc2c(c1)OCCO2)c1cc2sccc2n1Cc1ccccc1 | -3%
CC(C)=CCc1c(C)nc2ccccc2c1C(=O)O | -11%
O=C(c1ccc(-c2nnc(-c3ccccc3)o2)cc1)N1CCCCCC1 | -15%
O=C(Cc1ccc(-n2c(=O)c3sccc3n(Cc3ccc(F)cc3)c2=O)cc1)NCc1ccco1 | -12%
O=C(/C=C/Nc1ccccc1)c1cnc(-c2ccccc2)s1 | -2%
CCCNC(=O)c1cc2c(C(F)(F)F)nn(C)c2s1 | 1%
Fc1ccccc1N1CCN(CC2CC3C=CC2C3)CC1 (stereo unspecified) | -8%
CN1C(=O)c2ccccc2C(C(=O)O)C1c1cccc(F)c1 (stereo unspecified) | -1%
Cc1cc(C)n(-c2ccc(C(=O)Nc3nnc(C)s3)cc2)n1 | -8%
COc1cc2cc(CN(C(=O)NC3CCCCC3)C3CCCC3)c(=O)[nH]c2cc1OC | -10%
O=C(C/C=N\OCc1c(Cl)cccc1Cl)Oc1ccc(Cl)cc1Cl | -11%
Clc1cccc(CSc2nnc(-c3sccc3-n3cccc3)o2)c1 | 0%
S=C(NCCSCc1ccc(Cl)cc1Cl)Nc1ccccc1 | -3%
COC(=O)c1c(C)[nH]c(C(=O)COC(=O)Cc2ccc3c(c2)OCCO3)c1C | -13%
CCCc1ccc(Oc2cc(C)nc(N3CCOCC3)n2)cc1 | 6%

The results go on:
canonical_smiles | mouse EphA4 binding
COc1ccc(-c2nnc(SCC(=O)/C(C#N)=C(\C)N)o2)cc1 | 0%
COc1cccc(-c2nnc(SCC(=O)Nc3cc(C)ccc3OC)n2N)c1 | -11%
COc1cccc(-n2nnnc2SCC(=O)c2cc(OC)ccc2OC)c1 | -7%
Cc1nn(Cc2c(F)c(F)c(F)c(F)c2F)c(C)c1NC(=O)c1ccc(COc2ccccc2Cl)cc1 | 12%
O=C(COc1cccc2ccccc12)NNC(=O)Nc1ccccc1 | 0%
CC(C)(C)c1ccc(OCC(=O)NNC(=O)Cc2cccs2)cc1 | 1%
C=CCn1c(=O)c2ccccc2n2c(SCC(=O)NCc3cccs3)nnc12 | -5%
Cc1ccc(C(=O)N2C3C=CC(C3)C2(C(F)(F)F)C(F)(F)F)cc1 (stereo unspecified) | -7%
O=C(NCCN1CCOCC1)c1ccccc1[N+](=O)[O-] | 4%
CC1=NN(C(N)=S)C(=O)C1N=Nc1ccc(C)cc1C (stereo unspecified) | -3%
Cn1cc(S(=O)(=O)CC(=O)Nc2ccc(Br)cc2)c2ccccc21 | -3%
CCOC(=O)C1(Cc2ccccc2)NC(c2ccccc2F)C2C(=O)N(CC)C(=O)C21 (stereo unspecified) | -16%
O=C(c1cccc(F)c1)N1CCN(c2ccc([N+](=O)[O-])c(N3CCCCC3)c2)CC1 | -9%
COc1ccc(-n2c(=O)cc(N3CCN(c4ccccc4)CC3)[nH]c2=O)cc1 | 8%
Cc1cccc(C)c1OCC(O)CNC(C)(C)C (stereo unspecified) | -10%

Carrying on.
canonical_smiles | mouse EphA4 binding
CC1(C)CC(=O)C2=C(C1)NC(=O)CC2c1cc(F)ccc1F (stereo unspecified) | -14%
O=C(Nc1ccc2c(c1)OCCO2)C1CCN(S(=O)(=O)c2cccc3nsnc23)CC1 | 5%
COC(=O)c1ccccc1NC(=O)C1CCN(C(=O)c2cc(OC)c(OC)c(OC)c2)CC1 | -6%
Cc1ccc(CNC(=O)C23CN(Cc4ccccc4)CC2C(c2ccc([N+](=O)[O-])cc2)=NO3)cc1 (stereo unspecified) | 2%
